# GPR7 antag: GPR7 receptor antagonists, primary screen, cell-based, fluorescence, single concentration. Neuropeptides B/W receptor type 1 (Homo sapiens), P48145. GPR7-expressing cells, fluorescence antagonist assay. inhibition, % at 4.4 µM. 290,000 tested, 1.1% active. AID 1861, 2009; in the data active = inhibition above about 16%, passing the limit was not always enough;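 note: cells stimulated with the agonist NPW; 0% = agonist with vehicle and 100% = vehicle without agonist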
# MEKK2wt PB1 HTS: modulators of MEK5 binding to wildtype MEKK2, primary screen, biochemical, multiplex bead flow cytometry, Alexa488-MEK5; Alexa488-MEK5 binding to MEKK2 WT; actives lie on both sides; binding response (% of control), % at 10 µM; 290,000 tested, 1.1% active; AID 1531, 2009; in the data active = binding response below about 67% or above about 130%
# NALP1 yeast inh: NALP1 inflammasome inhibitors in reconstituted yeast, colorimetric, S. cerevisiae, triplicate retest; S. cerevisiae NALP1/ASC/caspase-1 growth, X-gal OD620, 72 h; 280,000 tested, 0.61% active; inhibition, % at 10 µM; in the data active = inhibition mostly above about 24%, no sharp cut-off; inactive = mostly below about 32%; note: some compounds called inactive have numbers as strong as hits
# MEKK3 PB1 HTS: modulators of MEKK3-MEK5 PB1 binding, primary screen, biochemical, wildtype MEKK3, multiplex bead flow cytometry, Alexa488-MEK5. Mitogen-activated protein kinase kinase kinase 3 (Homo sapiens), Q99759. bead-based flow cytometry, Alexa488-MEK5 binding to MEKK3; actives lie on both sides; 0 = blocked by unlabeled MEK5, 100 = vehicle. binding response (% of control), % at 10 µM. 290,000 tested, 1.4% active;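 active = binding response more than 3 SD above or below the average of its plate-row segment, actives on both sides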;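 note: Alexa488 bead fluorescence after subtracting the streptavidin-only scavenger bead signal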
# Target sequence (Q99759 whole entry, looked up): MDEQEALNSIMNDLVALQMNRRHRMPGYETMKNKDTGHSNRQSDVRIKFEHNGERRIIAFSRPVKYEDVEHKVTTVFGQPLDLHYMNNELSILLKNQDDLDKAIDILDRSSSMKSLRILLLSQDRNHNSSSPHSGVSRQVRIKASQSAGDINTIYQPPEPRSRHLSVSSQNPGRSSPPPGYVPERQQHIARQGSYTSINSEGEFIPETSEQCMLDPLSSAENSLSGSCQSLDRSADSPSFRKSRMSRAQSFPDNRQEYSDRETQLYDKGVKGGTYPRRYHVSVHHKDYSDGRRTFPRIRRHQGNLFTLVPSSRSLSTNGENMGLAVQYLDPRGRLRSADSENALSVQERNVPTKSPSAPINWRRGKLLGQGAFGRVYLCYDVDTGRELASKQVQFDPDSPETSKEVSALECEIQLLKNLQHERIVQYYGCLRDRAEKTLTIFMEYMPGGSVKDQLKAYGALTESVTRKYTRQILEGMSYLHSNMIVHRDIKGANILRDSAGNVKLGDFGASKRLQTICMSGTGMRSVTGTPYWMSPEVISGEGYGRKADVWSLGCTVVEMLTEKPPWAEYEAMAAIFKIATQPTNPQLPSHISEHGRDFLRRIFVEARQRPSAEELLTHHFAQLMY
# GalR3 antag: GalR3 antagonists in HEK293 cells, primary screen, cell-based, fluorescence readout. AID 651719, 2012. HEK293 GalR3-CNG cAMP membrane potential fluorescence; galR3 body fused to GalR1 C-terminus. inhibition, % at 3 µM. Galanin receptor type 3 (Homo sapiens), O60755. 360,000 tested, 0.44% active;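 active = inhibition above the screen-wide average plus 3 SD, cut at about 13% in these data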;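 note: forskolin and galanin both at EC90 stimulate the cells; cAMP rise reported by CNG channel membrane potential dye signal; 0% = forskolin plus galanin with DMSO and 100% = forskolin alone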
# Target sequence (O60755 1-299 limits assumed): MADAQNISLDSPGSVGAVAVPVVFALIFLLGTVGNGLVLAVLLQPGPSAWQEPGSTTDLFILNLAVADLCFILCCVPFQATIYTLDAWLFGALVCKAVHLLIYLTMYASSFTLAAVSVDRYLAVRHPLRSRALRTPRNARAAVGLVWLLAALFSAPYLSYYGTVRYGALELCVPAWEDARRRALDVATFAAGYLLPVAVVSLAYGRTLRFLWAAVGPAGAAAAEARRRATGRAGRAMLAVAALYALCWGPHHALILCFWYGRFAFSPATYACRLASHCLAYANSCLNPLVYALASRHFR
# V1aR counter: agonists of human V1a receptor, primary screen, counter-screen for OXTR agonist project, fluorescence, CHO-V1R cells | Fluo-8 calcium fluorescence, agonist mode; 0% DMSO, 100% 3 nM vasopressin | Vasopressin V1a receptor (Homo sapiens), P37288 | 320,000 tested, 0.25% active | AID 2797, 2010 | activation, % at 3 µM;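 active = activation above the mean activation of all tested compounds plus 3 SD, per screening run, cut at about 20% in these data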;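 note: signal is peak over basal fluorescence ratio across a 100 second FLIPR read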
# PHOSPHO1 inh: PubChem AID 1565; Phosphoethanolamine/phosphocholine phosphatase (Homo sapiens), Q8TCT1; recombinant PHOSPHO1, absorbance phosphatase assay; inhibition, % at 13.3 µM; 290,000 tested, 1.1% active; in the data active = inhibition above about 60%
# MEKK2 mut-MEK5: MEK5 binding signal on mutant MEKK2 PB1, primary screen, biochemical, multiplex bead flow cytometry, Alexa488-MEK5; percent response, % at 10 µM; 290,000 tested, 0.35% active; Alexa488-MEK5 binding to MEKK2 mutant; in the data active = percent response above about 24%, passing the limit was not always enough; note: inactives centre near 1; some results filed as inactive read as strong as hits; reference of the scale not given here
# OXTR ag: human OXTR agonists, primary screen, fluorescence, CHO-OTR cells, Fluo-8 calcium. Oxytocin receptor (Homo sapiens), P30559. Fluo-8 calcium fluorescence; normalized: DMSO 0%, oxytocin 100%. activation, % at 3 µM. 320,000 tested, 0.32% active. AID 2435, 2010;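 active = activation above the mean of all tested compounds plus 3 SD, cutoff set per screening run, cut at about 20% in these data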;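 note: peak over basal fluorescence ratio from a 100 s FLIPR kinetic read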
# * hit, by the source's call; / = no result given. Rows were taken by chance; about 5.4% have a hit in one of these screens.
no.	Structure	GPR7 antag	MEKK2wt PB1 HTS	NALP1 yeast inh	MEKK3 PB1 HTS	GalR3 antag	V1aR counter	PHOSPHO1 inh	MEKK2 mut-MEK5	OXTR ag
1	COc1ccc2c(ccc[n+]2CC(=O)c2ccccc2)c1	-6	112	16	108	-5	/	-3	9	/
2	COc1ccc(Cn2nnnc2CN2CCC(c3nc4ccccc4s3)CC2)cc1	29*	107	-17	106	-9	5.0	-1	11	7.2
3	O=C(c1cccc(C(F)(F)F)c1)C1CCCN(Cc2ccc(OCCO)cc2)C1 (configuration not stated)	-1	99	-4	95	-4	5.6	46	-7	4.2
4	O=C(O)c1cc(OCc2ccccc2)cc(OCc2ccccc2)c1	7	109	2	109	-5	3.9	42	11	0.0
5	Cc1cc(Br)ccc1NC(=O)CN1CCN(c2ccccn2)CC1	2	101	10	104	-10	1.5	11	2	-0.2
6	O=C(COC(=O)CNC(=O)c1ccc(Br)o1)Nc1ccccc1OC(F)F	-9	94	-38	100	-3	-0.7	32	0	-0.8
7	O=C1CC(c2ccncc2)c2cc3c(cc2N1)OCO3 (configuration not stated)	-10	102	20	103	-2	4.0	24	8	0.5
8	CN(C)c1ccc(NC(=O)c2ccc3nsnc3c2)cc1	-4	89	/	89	-2	-0.5	74*	-10	-1.8
9	CCOC(=O)CNCCC(=O)c1ccc(Br)cc1	3	102	20	98	-8	0.8	-7	-2	-1.1
10	COc1ccc(C(=O)NCC(=O)N/N=C/c2cccc(OC(=O)c3ccco3)c2)cc1OC	-6	102	-6	104	-6	0.1	0	8	-0.2
11	CC(Oc1cccc(Cl)c1)C(=O)NCc1ccc(S(N)(=O)=O)cc1 (configuration not stated)	-25	103	5	106	-7	1.2	31	2	1.3
12	CC(NC(=O)CCSCCC(=O)NC(C)c1ccccc1)c1ccccc1 (configuration not stated)	1	106	23	105	-2	0.2	-14	-1	-1.9
13	CC1C(=O)N(Cc2ccccc2F)c2ccccc2N1C(=O)c1c(F)cccc1F (configuration not stated)	29	93	24	96	-8	1.6	44	-6	-1.7
14	CCC(C)NC(=O)CN(C)S(=O)(=O)c1ccc2c(c1)c(=O)n(C)c(=O)n2C (configuration not stated)	-9	106	13	102	1	0.3	-1	11	0.6
15	COc1ccccc1OCCCOc1cccc(/C=C2\SC(=O)NC2=O)c1	7	110	15	110	-7	7.5	14	7	3.9
16	CCC(=O)Nc1cccc(C(=O)c2ccccc2)c1	5	103	21	102	1	0.2	18	2	0.1
17	O=C(CSc1nc(-c2ccco2)cc(C(F)(F)F)n1)NC1CCCC1	1	114	-28	109	/	0.1	-15	10	0.3
18	Cc1oc(-c2ccccc2Cl)nc1CN(C)C(C)c1ccon1 (configuration not stated)	19	98	-6	106	-5	-1.1	-10	-9	-1.6
19	COc1ccc(-n2cc(-c3ccccc3)c3c(=O)[nH]cnc32)cc1	-2	92	15	87	-8	1.3	-9	-3	-0.3
20	O=C(COc1ccccc1)Nc1ccc2c(c1)nc1n2CCSC1	-9	106	7	104	-7	1.4	22	2	0.6
21	CC(=O)NC(c1cccs1)c1cc([N+](=O)[O-])c2cccnc2c1O (configuration not stated)	-14	111	20	101	-5	-0.7	3	12	-0.8
22	COc1ccc(NC(=O)c2cccc3c(Br)cccc23)cc1	-1	106	0	106	-5	1.4	24	4	-2.2
23	CCN(CC)CCNC(=O)c1ccc(NC(=O)c2ccc(Cl)c(S(=O)(=O)N3CCCCCC3)c2)cc1	5	124	19	86	-2	1.5	24	-26	-0.1
24	CN1CCN(C2CCCCCC2)CC1	2	93	-2	84	4	0.5	-3	-7	0.4
25	CC1=NN(Cc2c(C)nn(Cc3ccccc3)c2C)C(C)(C)C1	-22	106	-15	100	-1	-0.5	4	8	0.1
26	COc1cc(OC)c(OC)cc1CN1CCN(S(=O)(=O)c2ccc(F)cc2)CC1	-4	119	14	122*	-4	-0.3	1	7	-0.9
27	CCOc1ccc(N(CC(=O)NCCc2ccc(C)cc2)S(=O)(=O)c2c(C)noc2C)cc1	-15	96	18	99	-5	0.1	7	0	-1.4
28	COc1cc(/C=C/C(=O)OCC(=O)c2c(N)n(C)c(=O)n(C)c2=O)ccc1OC(F)F	-13	97	-19	100	-2	8.0	51	-1	9.2
29	CC(C)C(OC(=O)c1nsc(Cl)c1Cl)C(=O)NC1CCCCC1 (configuration not stated)	0	104	11	103	-3	-0.5	36	1	-2.1
30	CCC(=O)Nc1cccc(-c2ccc(N3CCCCC3)nn2)c1	6	98	10	100	2	0.3	26	7	-1.3
31	Cc1sc2ncnc(OCC(=O)N3CCN(S(=O)(=O)c4ccccc4)CC3)c2c1C	3	97	6	95	6	0.1	1	1	2.9
32	CC1CCc2ccccc2N1C(=O)c1cccs1 (configuration not stated)	-15	102	-1	98	-7	-0.8	31	1	-1.3
33	CC1c2cc3c(cc2CCN1C(=O)c1ccc(Cl)cc1)OCCCO3 (configuration not stated)	3	96	27	101	-3	-0.4	23	-4	-3.0
34	Cc1cccc(N2CCN(Cc3oc(CO)cc(=O)c3O)CC2)c1C	1	109	38	104	-2	1.6	-12	4	0.6
35	Cc1cc(C)cc(NC(=O)CN2CCN(C(=O)C3CCCO3)CC2)c1 (configuration not stated)	-5	106	12	101	-4	0.0	48	7	-0.2
36	CC1(C)CC(=O)c2c(noc2-c2ccccc2)C1	-4	105	1	108	-2	-0.9	21	3	-2.4
37	COc1ccc(Cl)cc1S(=O)(=O)NCc1nc2nc(C)cc(C)n2n1	-7	105	10	103	/	0.9	18	9	-0.1
38	NC(=O)CC(NC(=O)c1ccccc1)c1ccc(NCCc2ccc(F)cc2)c([N+](=O)[O-])c1 (configuration not stated)	/	94	/	96	-2	0.5	39	3	-0.3
39	Cc1nc(-c2ccc(NS(C)(=O)=O)cc2)cs1	0	108	/	105	-3	1.5	-9	13	0.0
40	Cc1ccc(NC(=O)c2cc(N3C(=O)C4CC=CCC4C3=O)ccc2N2CCCCC2)cc1 (configuration not stated)	-5	96	5	91	-2	1.0	37	-3	0.3
41	CCCCN(C)CCCNC(=O)CN1N=C(c2ccc(Cl)cc2)CCC1=O	18	98	26	97	-12	-0.6	-7	-2	-0.5
42	NC(=O)CC(NC(=O)Cc1cccc2ccccc12)c1ccc(NC2CCCCCCC2)c([N+](=O)[O-])c1 (configuration not stated)	/	97	6	100	-6	-0.1	9	3	0.8
43	CC1Nc2ccc(C(=O)NC3CCCCC3)cc2NC1=O (configuration not stated)	-5	94	13	96	-7	-0.1	3	-2	0.5
44	c1ccc(N2CCOCCOCCOCCOCC2)cc1	-3	100	15	99	-1	0.4	16	2	0.6
45	CCOc1ccccc1Nc1nnc(SCC(=O)N2CCCC2)s1	11	115	13	118	-2	-0.2	0	5	0.2
46	CCOc1ccccc1N(C(=O)CNC(=O)c1ccco1)C(C(=O)NC(C)(C)C)c1ccncc1 (configuration not stated)	-8	88	1	89	-2	0.3	25	-15	0.3
47	COc1ccc(/C=C(/NC(=O)c2ccc([N+](=O)[O-])cc2)C(=O)NC(C)(C)C)cc1	0	104	9	101	-4	0.8	-13	4	-0.2
48	O=C(NCCC1=CCCCC1)NC1CCCCC1	0	105	15	101	-4	-1.3	-3	6	-1.8
49	O=C(NNC(=S)NCCc1ccccc1)c1ccc(Br)s1	-1	99	-20	105	-6	8.6	-49	3	6.7
50	CC(=O)c1cccc(Nc2nc(-c3sc(C)nc3C)cs2)c1	-16	114	5	109	-8	-0.3	/	4	-2.0
51	Cc1nc2ccccn2c1-c1ccnn1S(=O)(=O)c1ccc(F)cc1	-20	102	5	103	6	5.4	28	-1	8.2
52	NNC(=O)CC1NCCN(Cc2ccccc2)C1=O (configuration not stated)	4	101	8	100	-7	1.9	14	-3	-0.8
53	Cc1ccc(S(=O)(=O)NCc2ccncc2)cc1	-5	96	12	91	22*	10	0	1	12
54	CCOC(=O)c1ccc(-c2ccc3[nH]c4ccccc4c(=O)c3c2)cc1F	-1	102	-7	100	-6	-0.2	-7	-2	0.8
55	Cc1ccc(NC(=O)CSC2=NCCN2)cc1	2	100	22	96	-1	-0.5	14	0	1.1
56	Cc1nnc(-c2ccccc2)o1	2	96	52	98	-5	0.1	25	0	0.5

# Other entries
no.	Structure	GPR7 antag	MEKK2wt PB1 HTS	NALP1 yeast inh	MEKK3 PB1 HTS	GalR3 antag	V1aR counter	PHOSPHO1 inh	MEKK2 mut-MEK5	OXTR ag
57	CC(C)c1ccc(N=C(N)N=C(N)N)cc1	-9	99	0	103	-2	-0.7	-20	0	0.5
58	COc1ccc(-c2cc(C(F)(F)F)nc(SCC(=O)Nc3cc(C)on3)n2)cc1OC	-5	99	23	100	-4	-0.8	-5	0	-1.9
59	CCOC(=O)NC(C)N1C(=O)C2C3C=CC(C3)C2C1=O (configuration not stated)	-11	98	23	102	-5	0.9	-17	-1	1.2
60	O=C(CN1CCCC1)Nc1cc(C(F)(F)F)cc(C(F)(F)F)c1	-6	97	/	95	-1	0.6	27	-2	0.5
61	CC(=O)OCC(=O)Nc1ccc(C(C)=O)cc1	-6	106	-2	99	-5	1.1	-62	5	-0.2
62	COC(=O)c1c(C(=O)OC)c(-c2ccc(F)cc2)n2c1CS(=O)(=O)C2	-5	102	1	104	-12	-0.2	37	1	-0.8
63	CCOC(=O)c1cc2c(ccn2C)n1CC(=O)N(C)C	-11	86	13	94	-2	-0.7	21	-10	-0.8
64	CCOC(=O)CN1C(=O)C(O)=C(C(C)=O)C1c1ccc(F)cc1 (configuration not stated)	-3	94	-10	89	-2	0.2	9	-18	-0.1

# 3 compounds from above, sorted by SMILES length, rising:
no.	Structure	GPR7 antag	MEKK2wt PB1 HTS	NALP1 yeast inh	MEKK3 PB1 HTS	GalR3 antag	V1aR counter	PHOSPHO1 inh	MEKK2 mut-MEK5	OXTR ag
57	CC(C)c1ccc(N=C(N)N=C(N)N)cc1	-9	99	0	103	-2	-0.7	-20	0	0.5
59	CCOC(=O)NC(C)N1C(=O)C2C3C=CC(C3)C2C1=O (configuration not stated)	-11	98	23	102	-5	0.9	-17	-1	1.2
64	CCOC(=O)CN1C(=O)C(O)=C(C(C)=O)C1c1ccc(F)cc1 (configuration not stated)	-3	94	-10	89	-2	0.2	9	-18	-0.1

# Additional structures.
no.	Structure	GPR7 antag	MEKK2wt PB1 HTS	NALP1 yeast inh	MEKK3 PB1 HTS	GalR3 antag	V1aR counter	PHOSPHO1 inh	MEKK2 mut-MEK5	OXTR ag
65	Cn1c(CSCc2ccccc2Cl)n[nH]c1=S	-1	98	-19	96	-2	1.0	-11	2	0.6
66	Cn1c(=O)c2c(nc(N3CCCCC3)n2CCCNC2=NCCCC2)n(C)c1=O	-13	/	10	/	3	0.9	-7	/	0.3
67	O=C1/C(=C\c2ccc(Br)o2)SC(=Nc2ccccc2)N1c1ccccc1	-2	104	7	101	0	0.1	24	0	-1.0
68	Cc1ccc(S(=O)(=O)NNC(=O)c2csnn2)cc1	2	98	16	83	7	1.1	6	-1	-0.5
69	O=C(Nc1csc([N+](=O)[O-])c1)Nc1c(Cl)cccc1Cl	11	91	/	91	-4	4.9	37	-18	6.8
70	CCN1CCCC1CNC(=O)c1cc(S(N)(=O)=O)ccc1OC (configuration not stated)	/	111	/	107	/	1.2	/	5	-0.4
71	CCC(C)SCc1nc2ccccc2[nH]1 (configuration not stated)	-2	98	3	98	6	0.6	-19	3	-0.8

# From PubChem BioAssay
